GPR151 ag – activates the human receptor GPR151 | Q8TDV0 | PathHunter beta-arrestin GPR151 cells, luminescence | activation, % at 11.2 µM | 650,000 compounds, 1% hits | AID 1508602; in the data active means activation above about 4.9%;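 further: 0% = median of compound wells and 100% = cells with positive control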
Target sequence (Q8TDV0 whole entry, looked up): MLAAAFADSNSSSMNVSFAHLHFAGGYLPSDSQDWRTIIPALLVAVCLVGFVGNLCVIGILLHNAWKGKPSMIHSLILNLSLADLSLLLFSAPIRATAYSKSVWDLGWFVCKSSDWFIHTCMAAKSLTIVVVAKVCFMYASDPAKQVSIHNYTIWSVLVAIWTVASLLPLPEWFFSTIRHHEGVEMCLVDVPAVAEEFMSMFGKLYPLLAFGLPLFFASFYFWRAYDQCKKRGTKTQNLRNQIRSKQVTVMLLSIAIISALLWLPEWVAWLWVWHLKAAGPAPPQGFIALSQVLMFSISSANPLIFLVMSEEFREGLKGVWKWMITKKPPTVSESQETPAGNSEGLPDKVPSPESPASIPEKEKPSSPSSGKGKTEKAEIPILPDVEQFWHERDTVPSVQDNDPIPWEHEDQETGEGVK
FBW7 act – human FBW7 E3 ligase activation, primary screen. Q969H0. AlphaScreen FBW7–phospho-cyclin E peptide binding, activator screen. normalized activity (activation), % at 26.1 µM. 650,000 compounds, 0.13% hits; in the data active means normalized activity above about 1.9%;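 further: purified mutant Fbw7 with reduced substrate affinity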
TEAD-YAP inh – TEAD-YAP interaction inhibition | 640,000 compounds, 1.4% hits | inhibition, % at 9.12 µM | HEK-TIYL cells, TEAD-Gal4/YAP UAS-luciferase luminescence; in the data active means inhibition above about 32%;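 further: 0% = median of test compound wells and 100% = reference inhibitor wells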
MITF primary – inhibitors of human MITF; 650,000 compounds, 0.91% hits; inhibition, % at 2.6 µM; AID 1259374; O75030; AlphaScreen MITF homodimerization, bead proximity signal; in the data active means inhibition above about 50%;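 further: 0% = vehicle wells with protein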
Target sequence (O75030 whole entry, looked up): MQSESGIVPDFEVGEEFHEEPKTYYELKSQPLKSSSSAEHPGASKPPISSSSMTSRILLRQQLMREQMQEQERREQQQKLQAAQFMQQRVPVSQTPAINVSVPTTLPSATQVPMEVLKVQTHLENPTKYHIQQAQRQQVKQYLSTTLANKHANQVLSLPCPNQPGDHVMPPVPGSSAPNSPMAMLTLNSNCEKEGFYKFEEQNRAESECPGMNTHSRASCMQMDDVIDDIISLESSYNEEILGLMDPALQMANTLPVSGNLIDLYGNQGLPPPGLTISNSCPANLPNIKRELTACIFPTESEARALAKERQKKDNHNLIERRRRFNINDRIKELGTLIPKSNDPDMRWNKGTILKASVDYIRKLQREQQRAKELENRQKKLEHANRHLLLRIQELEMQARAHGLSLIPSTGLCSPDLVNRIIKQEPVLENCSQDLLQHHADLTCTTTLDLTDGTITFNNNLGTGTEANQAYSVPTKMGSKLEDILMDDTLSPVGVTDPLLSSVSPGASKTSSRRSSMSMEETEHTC
Numbers without * were called inactive.

The first three records, to show the layout:
Field names: A = GPR151 ag; B = FBW7 act; C = TEAD-YAP inh; D = MITF primary
(1) COc1ccc(Br)cc1/C=C1\N=C(c2cc(Br)ccc2OC)OC1=O
  A: 0.2; B: 0.4; C: -10; D: 13
(2) CC(=O)N1c2ccccc2NC2=C(C(=O)CC(c3ccc(C)cc3)C2)C1c1cccc(F)c1 (stereo not given)
  A: -0.4; B: 0.3; C: 0; D: 12
(3) CCCc1[nH]n(-c2ccc(F)cc2)c(=O)c1C=NCCN1CCN(C(=S)NCCc2ccccc2)CC1
  A: -0.2; B: 0.3; C: 8; D: 18

Results, repeating the preview:
Field names: A = GPR151 ag; B = FBW7 act; C = TEAD-YAP inh; D = MITF primary
(1) COc1ccc(Br)cc1/C=C1\N=C(c2cc(Br)ccc2OC)OC1=O
  A: 0.2; B: 0.4; C: -10; D: 13
(2) CC(=O)N1c2ccccc2NC2=C(C(=O)CC(c3ccc(C)cc3)C2)C1c1cccc(F)c1 (stereo not given)
  A: -0.4; B: 0.3; C: 0; D: 12
(3) CCCc1[nH]n(-c2ccc(F)cc2)c(=O)c1C=NCCN1CCN(C(=S)NCCc2ccccc2)CC1
  A: -0.2; B: 0.3; C: 8; D: 18
(4) COC(OC)C12c3ccccc3C(c3ccccc31)C1C(=O)N(c3nccs3)C(=O)C12 (stereo not given)
  A: 0.5; B: -0.1; C: 0; D: -9
(5) O=C(O)C1C(c2ccccc2)C(C(=O)OCCO)C1c1ccccc1 (stereo not given)
  A: 0.3; B: 0.2; C: 2; D: 12
(6) O=S(=O)(Cc1ccccc1Cl)N1CCCc2ccccc21
  A: -1.3; B: 0.2; C: -4; D: -2
(7) O=C(c1cscn1)N1C2CCC1CC(O)(c1ccco1)C2 (stereo not given)
  A: -0.2; B: 0.1; C: -5; D: 0
(8) Nc1ccc(C(=O)NNC2=CC(=O)CCC2)cc1
  A: 0.2; B: 0.2; C: -19; D: 8
(9) O=C(Cn1c(=O)n(-c2ccc(F)cc2)c(=O)c2oc3ccccc3c21)Nc1ccccc1
  A: 0.8; B: 0.0; C: -2; D: 9
(10) c1ccc(-c2cnc3c(NCc4cccs4)nccn23)cc1
  A: -1.5; B: 0.1; C: 4; D: -20
(11) CN(C)C(=O)c1c2c(nc3ccccc13)-c1ccccc1CC2
  A: -1.0; B: 0.2; C: 4; D: -1
(12) CC(=O)N1CCc2cc(N=Nc3c(N)[nH]n(-c4ccccc4)c3=O)ccc21
  A: 1.6; B: 0.3; C: 4; D: 7
(13) Cc1cc(Br)ccc1N1CC(C(=O)O)CC1=O (stereo not given)
  A: -1.5; B: 0.2; C: -2; D: 11
(14) O=C(CN1CCOCC1)Nc1ccccc1Cl
  A: -0.8; B: -0.1; C: 13; D: 7
(15) CCN(CC)c1nc(C)nc2sc(C(=O)Nc3ccc(F)cc3)c(C)c12
  A: 2.1; B: 0.1; C: 6; D: 24
(16) COc1ccc(NC(=O)c2ccc(OC)c(I)c2)cc1
  A: -1.0; B: -0.1; C: -33; D: -3
(17) COc1ccc(-c2cc(C(=O)Nc3nn[nH]n3)c3ccccc3n2)cc1OC
  A: 2.3; B: -0.1; C: -9; D: -1
(18) Cc1ccc(C(=O)Nc2ccc(C(=O)Nc3cccc(C(F)(F)F)c3)cc2)cc1[N+](=O)[O-]
  A: 0.2; B: 0.0; C: -6; D: -9
(19) CC(C)[C@H]1CN(Cc2ccccc2F)CCN1C(=O)CCn1cccn1
  A: 0.2; B: 0.0; C: 2; D: -6
(20) CC1Oc2cc(Cl)ccc2N(Cc2cccc(F)c2)C1=O (stereo not given)
  A: 2.6; B: -0.1; C: 8; D: -8
(21) COc1cccc(C2NC(=O)NC(C)=C2C(=O)OC(C)C)c1OC (stereo not given)
  A: 0.0; B: -0.1; C: -4; D: 16
(22) COc1cccc(CN2C(=O)C3C(C(=O)Nc4cccc(SC)c4)C4C=CC3(O4)C2C(=O)NC2CCCC(C)C2C)c1 (stereo not given)
  A: -1.2; B: -0.1; C: -5; D: -11
(23) Cc1cc(C)n2nc(SCC(=O)NC3CCCC(C)C3C)nc2n1 (stereo not given)
  A: 3.7; B: -0.1; C: 4; D: 4
(24) CCN(CC)c1ncnc2sc(C(=O)Nc3cc(OC)ccc3OC)c(C)c12
  A: -0.3; B: 0.0; C: 3; D: 20
(25) CCOC(=O)C1=C(C)N=c2s/c(=C/c3ccc(-c4ccc(Br)cc4)o3)c(=O)n2C1c1cccc2ccccc12 (stereo not given)
  A: 2.6; B: 0.5; C: -17; D: 21
(26) CCCC1(CCC)NC(=O)N(CC(=O)Nc2ccc(C#N)cc2)C1=O
  A: 1.8; B: -0.1; C: 17; D: -5
(27) c1cc(Nc2nc(NCCN3CCOCC3)c3ncn(C4CCCCC4)c3n2)ccn1
  A: -1.9; B: 0.1; C: 6; D: -6
(28) COc1ccc2oc(=O)c(-c3nnc(-c4ccccc4Br)o3)cc2c1
  A: -0.5; B: 0.0; C: 0; D: -1
(29) COCCNC(=O)C(NC(=O)c1ccc(C)cc1)C12CC3CC(CC(C3)C1)C2 (stereo not given)
  A: -1.5; B: 0.1; C: 3; D: 24
(30) Cc1ccc(C(=O)Nc2ccccc2)cc1S(=O)(=O)N(CCO)CCO
  A: -4.5; B: 0.0; C: -5; D: -2
(31) C=CCOc1ccccc1/C=C1\SC(=S)N(C(C)C(=O)O)C1=O (stereo not given)
  A: 2.7; B: -0.1; C: -2; D: 7
(32) COc1cc(CN2CCCCCC2)cc(I)c1O
  A: 2.0; B: 0.5; C: 9; D: 37
(33) CCCC1(C2CCN(C(=O)/C=C/C(C)C)CC2)NC(=O)N(CC2CCCO2)C1=O (stereo not given)
  A: 0.0; B: 0.2; C: -1; D: 20
(34) O=C(c1ccco1)N1CCN(c2nccn3c(-c4cccc(F)c4)cnc23)CC1
  A: 0.5; B: 0.1; C: -16; D: 3
(35) CC(C)(C)n1nc2c(c1NC(=O)C1CCCCC1)CS(=O)(=O)C2
  A: -0.3; B: 0.7; C: -4; D: -5
(36) C=CCc1ccc(OC(C)C(=O)Nc2sc3c(c2C(N)=O)CCC3)c(OC)c1 (stereo not given)
  A: 0.8; B: 0.1; C: 12; D: 4
(37) COc1ccc2c(c1)c(=O)c1ccccc1n2CC(=O)Nc1ccc(C)c(F)c1
  A: 1.6; B: 0.1; C: 2; D: -5
(38) CC(=O)Nc1ccc(-n2c(/C=C\c3ccc(F)cc3)nc3ccccc3c2=O)cc1
  A: -1.7; B: 0.5; C: 3; D: 15
(39) CCc1ccc(N(C)S(=O)(=O)c2ccc3[nH]cc(C(=O)NCc4ccccn4)c(=O)c3c2)cc1
  A: 1.2; B: -0.3; C: 1; D: 5
(40) CN(c1ccc([N+](=O)[O-])cc1)c1ccc([N+](=O)[O-])cc1
  A: -1.2; B: 0.7; C: 3; D: 10
(41) COc1ccc(Nc2nnc(SC(C(C)=O)C(C)=O)s2)cc1
  A: -0.6; B: -0.2; C: -27; D: 0
(42) CCc1ccc(NC(=O)CN2CCOCC2)cc1
  A: 1.3; B: 0.2; C: -26; D: 7
(43) C/C(=N\NC(=O)c1cccs1)c1ccc(O)cc1O
  A: -2.9; B: -0.1; C: -54; D: 8
(44) CC12C(=O)N(CCC3=CCCCC3)C(=O)C1C(c1ccccc1)C=CC2c1ccccc1 (stereo not given)
  A: 2.0; B: 0.7; C: -8; D: 19
(45) Cc1c(C(=O)Nc2ccncc2)oc2c1C(=O)CC(C)(C)C2
  A: 3.2; B: 0.1; C: -6; D: 12
(46) CC(=O)Nc1ccc(CN2CCN(c3ccccc3)CC2)cc1
  A: 2.7; B: -0.1; C: -15; D: -9
(47) Cc1ccc(S(=O)(=O)NCCC(=O)N2CCC3(CC2)OCCO3)cc1
  A: -0.5; B: 0.2; C: 9; D: -13
(48) Cc1cc(C)cc(C(=O)Nc2ccc(N(C)C)cc2)c1
  A: -1.2; B: -0.3; C: -23; D: 1
(49) O=C(CN1C(=O)NC2(CCCC2)C1=O)NCC(=O)OCc1ccccc1
  A: -1.2; B: -0.1; C: 5; D: 3
(50) COc1cccc(-n2c(=O)c3c(C)c(C)sc3n(CC(=O)NCc3ccccc3)c2=O)c1
  A: 1.5; B: 0.3; C: -11; D: 8
(51) COCCNC(=O)CCCCn1c(=S)[nH]c2c([nH]c3ccc(OC)cc32)c1=O
  A: -0.7; B: 0.6; C: 4; D: 52*
(52) Cc1cc(=O)n2nc(N3CCCC3C(=O)NCCCN3CCOCC3)sc2n1 (stereo not given)
  A: 0.6; B: 0.3; C: 11; D: 4
(53) CCCCOC(=O)c1cccc(NC(=S)NC(=O)c2cccc(C)c2)c1
  A: -0.1; B: -0.1; C: -6; D: 0
(54) CCOC(=O)c1c(C)nc2ccc(OC(F)(F)F)cc2c1-c1ccccc1
  A: 0.3; B: 0.0; C: 5; D: 2
(55) CC(C)n1cnc2c(N)nc(Nc3ccc4ncccc4c3)nc21
  A: -0.6; B: -0.2; C: -35; D: 5
(56) CCC1CCCCN1C(=S)NC(=O)c1ccc(F)c(S(=O)(=O)N2CCOCC2)c1 (stereo not given)
  A: -0.9; B: 0.0; C: 6; D: 13
(57) Clc1ccccc1CSC1=NCCCN1
  A: -1.6; B: -0.1; C: 3; D: 6
(58) CCN1C(=O)/C(=C/c2cc(OC)c(OC)cc2Cl)NC1=S
  A: -1.5; B: 0.1; C: 0; D: 7
(59) COc1ccc(NS(=O)(=O)c2ccc3[nH]c4c(c3c2)CCCC4)c(OC)c1
  A: 1.8; B: -0.2; C: -1; D: 6
(60) O=C(Nc1nnc(C2CC2)s1)c1csc2ccccc12
  A: 0.6; B: -0.1; C: -1; D: 4

Carrying on.
Field names: A = GPR151 ag; B = FBW7 act; C = TEAD-YAP inh; D = MITF primary
(61) CC(=O)Nc1ccc(NC(=O)Cc2ccc(-c3ccccc3)cc2)cc1
  A: 0.2; B: -0.1; C: -10; D: -1
(62) CCc1ccc2[nH]c(C)c(CN(C)Cc3ccccc3)c(=O)c2c1
  A: -0.9; B: 0.0; C: 5; D: -18
(63) COc1ccc(C(=O)Nn2c(-c3ccc(Br)cc3)nc3ccccc3c2=O)cc1
  A: 1.5; B: 0.1; C: 1; D: -4
(64) Cc1ccccc1Cn1cnc2c(oc3ccccc32)c1=O
  A: -0.2; B: -0.2; C: 8; D: -5
(65) O=C(Nc1cnn(-c2ccc(C(=O)N3CCc4ccccc4C3)cc2)c1)c1ccoc1
  A: -1.0; B: -0.2; C: 10; D: -12
(66) COc1cc(Nc2ncnc(N)c2[N+](=O)[O-])cc(OC)c1OC
  A: 0.2; B: -0.1; C: -9; D: -1
(67) Cc1cnc(NC(=O)c2ccc(Cl)cc2Cl)s1
  A: -0.8; B: 0.0; C: 8; D: -2
(68) Cc1nn(Cc2c(Cl)cccc2Cl)c(C)c1NC(=O)c1nc2ncccn2n1
  A: 0.1; B: 0.3; C: 10; D: 6
(69) Cc1ccccc1C(=O)Nc1sc2c(c1C(=O)N1CCCC1)CCCC2
  A: 0.7; B: 0.1; C: -7; D: -4
(70) CCCCN(CCCC)C(=O)c1ccc(C)o1
  A: -0.3; B: 0.1; C: 0; D: 1
(71) O=[N+]([O-])c1ccccc1S(=O)(=O)NCc1cc(Cl)cc(Cl)c1
  A: 0.5; B: 1.4; C: -1; D: 5
(72) O=S(=O)(c1cccc(-c2nnc(SCCOc3ccccc3)o2)c1)N1CCCCC1
  A: 0.7; B: -0.2; C: 9; D: -16
(73) O=C(Cn1ncn2nc(-c3ccco3)cc2c1=O)NCc1cccc(Br)c1
  A: -0.1; B: -0.2; C: -5; D: 1
(74) COC(=O)c1ccccc1NC(=O)Cc1noc2ccc(C)cc12
  A: -0.5; B: 0.1; C: -11; D: -3
(75) Cc1ccc(NC(=O)c2cc(S(=O)(=O)N3CCN(c4cccc(Cl)c4)CC3)ccc2F)cc1F
  A: 1.2; B: 0.0; C: -5; D: -6

Compound profiles (already shown). Order of values: GPR151 ag, FBW7 act, TEAD-YAP inh, MITF primary
Entry for O=C(Nc1cnn(-c2ccc(C(=O)N3CCc4ccccc4C3)cc2)c1)c1ccoc1 → -1.0, -0.2, 10, -12
Entry for O=C(Cn1ncn2nc(-c3ccco3)cc2c1=O)NCc1cccc(Br)c1 → -0.1, -0.2, -5, 1
Entry for Cc1ccc(NC(=O)c2cc(S(=O)(=O)N3CCN(c4cccc(Cl)c4)CC3)ccc2F)cc1F → 1.2, 0.0, -5, -6
Entry for COc1ccc(C(=O)Nn2c(-c3ccc(Br)cc3)nc3ccccc3c2=O)cc1 → 1.5, 0.1, 1, -4
Entry for CC(=O)Nc1ccc(NC(=O)Cc2ccc(-c3ccccc3)cc2)cc1 → 0.2, -0.1, -10, -1

New compounds follow.
Field names: A = GPR151 ag; B = FBW7 act; C = TEAD-YAP inh; D = MITF primary
(76) Cc1ccc(C)c2sc(N3CCN(C(=O)C4CCN(S(C)(=O)=O)CC4)CC3)nc12
  A: 1.9; B: -0.2; C: 3; D: -4
(77) COc1ccc(-c2noc(CN(C(C)C)S(=O)(=O)c3ccc(F)cc3)n2)cc1
  A: 11*; B: -0.1; C: -5; D: -5
(78) CCOC(=O)C(CC(C)C)N(Cc1ccccc1)S(=O)(=O)c1ccc(Br)cc1 (stereo not given)
  A: 1.7; B: 0.2; C: 1; D: -14
(79) CCOC(=O)c1cnc2c(C)cc(C)cc2c1Nc1ccc(F)cc1
  A: 1.4; B: 0.8; C: -4; D: 28
(80) CC(C)Cc1nc(NCCCO)c2nnn(Cc3ccccc3)c2n1
  A: -3.0; B: 0.7; C: 3; D: 21

Bioassay records: PubChem, The Scripps Research Institute Molecular Screening Center

Outcome played no part in choosing rows; overall some 3.4% were active at least once.
